APJ ag: APJ receptor agonism; CHO-K1 APJ PathHunter beta-arrestin, luminescence; 0% DMSO wells, 100% apelin; activation, % at 20 µM; 330,000 compounds, 0.11% hits; AID 2520;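 active means activation more than six SD over the plate average, tested at 20 µM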;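 further: 0% = DMSO alone and 100% = apelin-13 at 10 nM; some results filed as inactive read as strong as hits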
Target sequence (P35414 whole entry, looked up): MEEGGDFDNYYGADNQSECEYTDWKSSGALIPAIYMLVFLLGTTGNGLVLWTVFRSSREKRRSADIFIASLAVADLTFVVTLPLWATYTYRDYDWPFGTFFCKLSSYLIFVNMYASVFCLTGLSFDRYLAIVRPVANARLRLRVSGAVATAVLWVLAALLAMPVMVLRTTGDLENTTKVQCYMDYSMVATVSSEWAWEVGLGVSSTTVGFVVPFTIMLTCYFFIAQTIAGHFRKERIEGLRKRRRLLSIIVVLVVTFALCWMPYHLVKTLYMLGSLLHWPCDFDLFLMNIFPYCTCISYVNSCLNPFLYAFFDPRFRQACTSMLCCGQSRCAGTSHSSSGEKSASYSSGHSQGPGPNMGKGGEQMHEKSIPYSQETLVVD
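Assay system: CHO-K1 cells stably expressing ProLink-tagged human APJ and arrestin–beta-gal acceptor. Compound dosing: 20 µM single point, 1% DMSO. Times: 16-18 h seeding, 90 min dark compound exposure, 60 min detection. Detection: beta-gal luminescence. Evaluation: APJ–arrestin association signal. Controls: negative DMSO alone, positive Apelin-13 at 10 nM.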
NALP3 yeast inh: NALP3 inhibition in yeast; Yeast reconstituted NLRP3/ASC/caspase-1, beta-gal luminescence, 24 h; inhibition, % at 10 µM; 330,000 compounds, 0.39% hits;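 active means inhibition of 50% or more; inactive means inhibition below 50%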;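 further: plate controls were induced DMSO wells for no effect and uninduced yeast grown without galactose for full effect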
tim23-1 inh: growth inhibitors of tim23-1 mutant yeast; 330,000 compounds, 1.3% hits; inhibition, % at 20 µM; S. cerevisiae tim23-1 growth, BacTiter-Glo luminescence, 24 h;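 active means growth inhibition of the mutant yeast at or above 50%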;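 further: temperature-sensitive mutant grown at 25 °C; plate controls were DMSO-treated mutant yeast for no effect and medium wells lacking yeast for full effect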
Mdm2-MdmX inh: inhibitors of human Mdm2/MdmX interaction. SaOS-2 split-luciferase Mdm2/MdmX complementation, luminescence. inhibition, % at 8 µM. 330,000 compounds, 3% hits. AID 485346;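 active means inhibition of at least 50% at 8 µM in the primary screen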
UPR XBP1 act: adaptive UPR (XBP1) activation. CHO-XBP1 luciferase reporter, IRE1-XBP1 UPR activation, luminescence; percent of tunicamycin response, DMSO as zero. activation, % at 20 µM. 330,000 compounds, 0.33% hits. AID 463104;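 active means versus positive control, 20 µM dose yields 30% or more activation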;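 further: 100% = tunicamycin at 10 µg/mL and 0% = DMSO only wells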
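Test system: CHO-XBP1 luciferase reporter cells | Buffer or medium: Serum-containing F12 medium, 10% FBS | Schedule: 6 h compound exposure at 37 °C, 5% CO2 | Detection: Steady-Glo luciferase glow luminescence, 10 min after reagent addition | Read-out basis: Activation, % of tunicamycin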
GRIN3A LBD mod: modulators (binders) of human NR3A ligand-binding domain | NR3A LBD differential scanning fluorimetry, Tm shift; 0% = protein alone, 100% = glycine-bound protein | Tm shift relative to glycine control, % at 25 µM | 340,000 compounds, 2.5% hits | AID 1259313;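 active means melting temperature shift of at least 10% of the positive control shift, at one fixed dose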
TIM10 inh: inhibits growth of TIM10 yeast strain | S. cerevisiae TIM10 strain growth, BacTiter-Glo luminescence, 24 h | inhibition, % at 10 µM | 330,000 compounds, 1.4% hits | AID 463195;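 active means inhibition of 40% or more at the single tested concentration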;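 further: wild-type TIM10 isogenic control strain grown at permissive 25 °C; 0% = DMSO yeast wells and 100% = minimal medium wells without yeast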
UPR CHOP act: activators of apoptotic arm of unfolded protein response (CHOP); CHO-CHOP luciferase reporter, UPR activation, luminescence; percent of tunicamycin response over DMSO baseline; activation, % at 10 µM; 330,000 compounds, 0.34% hits; AID 449763;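 active means at 10 µM dose, activation of 40% or more, normalized to positive control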;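 further: 100% = tunicamycin at 10 µg/mL and 0% = DMSO alone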
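System: CHO CHOP reporter cells. Amount: 500 cells per well. Buffer or medium: F12 medium, 10% FBS. Compound dosing: one dose, 10 µM in 0.5% DMSO. Incubation: 6 h compound exposure at 37 °C after overnight seeding. Technique: Steady-Glo luciferase luminescence. Benchmarks: tunicamycin and DMSO controls.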
tim10-1 inh: growth inhibitors of tim10-1 mutant yeast. S. cerevisiae tim10-1 ts strain growth, BacTiter-Glo, 24 h. inhibition, % at 20 µM. 330,000 compounds, 2.2% hits;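 active means inhibition of at least 40%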;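 further: mutant grown at 25 °C; 0% = DMSO wells with yeast and 100% = wells holding no yeast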
Numbers without * were called inactive; . = not tested or not shown. Compounds were not picked by outcome; 8.2% or so of the library scored in one or more.

1: Cc1ccc(/C=C/C(=O)O)cc1S(=O)(=O)N1CCC(Cc2ccccc2)CC1
2: COc1cccc2c1OCC(C(=O)O)C2 (stereo not drawn)
3: Nc1c(C(=O)Nc2ccccc2F)sc2nc(-c3cccnc3)ccc12
4: CCOC(=O)c1c(NC(=O)Cn2ccsc2=N)sc(C)c1C
5: COc1cccc(Oc2ccc(C(F)(F)F)cc2NC(=O)C2=COCCO2)c1
Compound	1	2	3	4	5
APJ ag	-5	0	5	3	-1
NALP3 yeast inh	17	14	0	-3	21
tim23-1 inh	20	12	3	25	21
Mdm2-MdmX inh	-1	20	-3	-8	-5
UPR XBP1 act	-1	-1	4	-1	-6
GRIN3A LBD mod	1	0	15*	-1	-2
TIM10 inh	11	-16	-1	3	6
UPR CHOP act	-1.2	-1.8	3.6	1.3	0.5
tim10-1 inh	0	10	-1	10	19

6: Cc1ccc(-n2c(SCC(=O)N3CCN(c4ccccn4)CC3)nnc2N2CCCC2)cc1
7: COC(=O)c1cn(NC(=O)c2ccc([N+](=O)[O-])cc2Cl)c(=O)c2ccccc12
8: CC(Cn1cnc2ccccc21)C(=O)O (stereo not drawn)
9: CCOC(=O)c1sc(N)c(C#N)c1COC(=O)CNC(=O)c1ccccc1
10: c1ccc(CN2CCN(Cc3nnc(-c4ccccc4)o3)CC2)cc1
Compound	6	7	8	9	10
APJ ag	-3	1	0	-1	0
NALP3 yeast inh	11	4	18	8	9
tim23-1 inh	14	-4	16	11	8
Mdm2-MdmX inh	4	-2	19	21	33
UPR XBP1 act	-3	-1	-1	-2	-1
GRIN3A LBD mod	1	-1	9	-3	2
TIM10 inh	3	-13	2	8	0
UPR CHOP act	-0.6	0.9	-1.4	1.1	-0.4
tim10-1 inh	3	1	7	18	-6

11: CCSCc1nnc(SCC(=O)Nc2nc3ccccc3s2)n1C
12: CN=c1scc(-c2ccc(Br)cc2)n1C
13: COc1ccc(Nc2c(-c3ccc(OC)cc3)nc3cnccn23)cc1
14: FC(F)(F)c1cccc(CNC2c3ccccc3-c3ccccc32)c1
15: Cc1[nH]c2ccccc2c1/C=C(\C#N)C(=O)NC1CC1
Compound	11	12	13	14	15
APJ ag	-3	-3	1	-3	-3
NALP3 yeast inh	1	8	-14	10	10
tim23-1 inh	4	8	22	19	-1
Mdm2-MdmX inh	8	11	1	-11	-14
UPR XBP1 act	1	-5	-2	3	0
GRIN3A LBD mod	1	-5	0	-5	-1
TIM10 inh	-19	-3	12	14	7
UPR CHOP act	-0.9	1.4	0.6	-0.1	1.4
tim10-1 inh	-17	4	20	31	5

16: O=C(O)c1ccc(N=NN2CCCC2)cc1
17: O=C(Nc1ccccc1N1CCOCC1)C1Cc2ccccc2CN1C(=O)c1ccco1 (stereo not drawn)
18: CC(=O)c1ccc(NC(=O)C(C)Sc2nnc(C3CC3)n2C2CC2)cc1 (stereo not drawn)
19: CO[C@H]1C=CO[C@@]2(C)Oc3c(C)c(O)c4c(O)c(c5c(nc6cc(C)ccn65)c4c3C2=O)NC(=O)C(C)=CC=C[C@H](C)[C@H](O)[C@@H](C)[C@@H](O)[C@@H](C)[C@H](OC(C)=O)[C@@H]1C
20: O=C1c2cccnc2C(O)N1Cc1ccco1 (stereo not drawn)
Compound	16	17	18	19	20
APJ ag	-1	-2	-3	1	-4
NALP3 yeast inh	22	10	9	19	9
tim23-1 inh	16	26	26	7	5
Mdm2-MdmX inh	17	8	-31	29	-12
UPR XBP1 act	-2	0	-1	-7	-1
GRIN3A LBD mod	0	0	-1	.	2
TIM10 inh	-4	21	6	6	-17
UPR CHOP act	1.0	0.5	0.9	1.9	0.4
tim10-1 inh	5	34	7	15	-10

21: Cc1ccccc1-c1noc(-c2ccccc2F)n1
22: COCC(COCCCNC(=O)Nc1ccc(Br)cc1)OC (stereo not drawn)
23: COc1ccc(OC)c2[nH]c(=O)c(CCNS(=O)(=O)c3ccccc3)cc12
24: O=C(CCC1CCCN(C(=O)CCCc2ccccc2)C1)N1CCN(c2ccccn2)CC1 (stereo not drawn)
25: CCN(CC(=O)Nc1ccc(NC(C)=O)cc1)C(=O)CSc1ncnc2sc(C)c(C)c12
Compound	21	22	23	24	25
APJ ag	-3	2	0	-2	9
NALP3 yeast inh	-20	14	8	14	8
tim23-1 inh	21	1	8	20	14
Mdm2-MdmX inh	-83	-22	14	-10	16
UPR XBP1 act	4	-4	-1	2	-1
GRIN3A LBD mod	1	-1	3	2	0
TIM10 inh	4	-20	-9	2	-2
UPR CHOP act	1.0	1.6	-1.7	-1.1	-1.3
tim10-1 inh	11	14	21	6	4

26: Cc1cc(NCCN2CCOCC2)n2nc(C)c(-c3ccccc3)c2n1
27: O=S(=O)(NC(=S)NC1CCCCC1)c1ccccc1
28: COc1cccc(/C=C/c2ccccn2)c1O
29: CCC(C)NC(=O)COc1ccc(OCc2ccccc2)cc1 (stereo not drawn)
30: Cc1ccccc1C(=O)N1CCN=C1SCc1ccc([N+](=O)[O-])cc1
Compound	26	27	28	29	30
APJ ag	0	-4	0	-2	-1
NALP3 yeast inh	5	13	26	-39	3
tim23-1 inh	17	21	12	13	28
Mdm2-MdmX inh	7	-7	-121	-11	18
UPR XBP1 act	0	-2	4	-1	0
GRIN3A LBD mod	-3	-2	2	0	1
TIM10 inh	11	-1	-6	42*	-3
UPR CHOP act	2.5	-0.9	2.4	5.6	-2.2
tim10-1 inh	16	17	1	26	5

Part of the list above, showing only NALP3 yeast inh.
No. | molecule | NALP3 yeast inh
26 | Cc1cc(NCCN2CCOCC2)n2nc(C)c(-c3ccccc3)c2n1 | 5
30 | Cc1ccccc1C(=O)N1CCN=C1SCc1ccc([N+](=O)[O-])cc1 | 3
28 | COc1cccc(/C=C/c2ccccn2)c1O | 26

(continued)
31: Cc1ccc(C2C=C(c3ccccc3OC(F)F)Nc3ncnn32)cc1 (stereo not drawn)
32: Cc1ccc(N2C(=O)CC(n3nc(C)cc3C)C2=O)cc1 (stereo not drawn)
33: CCOc1ccc(CN2CCN(C/C=C/c3ccc(OC)cc3)CC2CCO)cc1 (stereo not drawn)
34: CCC(C)(C)C(=O)Nc1ccc(OC)cc1[N+](=O)[O-]
35: O=C(COc1ccccc1)NCC(=O)N/N=C/C=C/c1ccccc1
Compound	31	32	33	34	35
APJ ag	-7	-5	-2	7	3
NALP3 yeast inh	15	-15	20	26	1
tim23-1 inh	29	-2	12	20	5
Mdm2-MdmX inh	22	7	7	-5	28
UPR XBP1 act	3	-1	-2	1	0
GRIN3A LBD mod	-1	2	-1	1	-2
TIM10 inh	-2	4	7	15	-16
UPR CHOP act	-2.1	-1.9	-2.3	0.8	0.6
tim10-1 inh	12	4	3	7	16

36: CC(C)N(CCNC(=O)C1CCN(S(=O)(=O)N2CCOCC2)CC1)Cc1ccccc1
37: CC[C@@H](C(=O)n1nc(C)cc1C)[C@H](NS(=O)(=O)c1ccc(C)cc1)c1ccccc1
38: O=C(Nc1cccc(C(F)(F)F)c1)n1cc(-c2ccccn2)c(N2CCOCC2)n1
39: COCc1c(C(=O)NCc2ccccc2CN2CCCC2)oc2ccccc12
40: CCC(=O)c1ccc(OC(=O)/C=C/c2cc(OC)c(OC)c(OC)c2)cc1
Compound	36	37	38	39	40
APJ ag	-5	0	-3	-3	-2
NALP3 yeast inh	-3	-7	7	7	4
tim23-1 inh	11	29	22	-9	9
Mdm2-MdmX inh	-8	24	-8	27	31
UPR XBP1 act	-1	-4	-3	-4	4
GRIN3A LBD mod	-1	13*	-2	2	-2
TIM10 inh	2	-4	16	6	33
UPR CHOP act	-2.9	0.4	-0.7	-0.6	0.6
tim10-1 inh	12	32	40	3	6

In a second layout: 2 of the compounds above.
no. | molecule | APJ ag | NALP3 yeast inh | tim23-1 inh | Mdm2-MdmX inh | UPR XBP1 act | GRIN3A LBD mod | TIM10 inh | UPR CHOP act | tim10-1 inh
36 | CC(C)N(CCNC(=O)C1CCN(S(=O)(=O)N2CCOCC2)CC1)Cc1ccccc1 | -5 | -3 | 11 | -8 | -1 | -1 | 2 | -2.9 | 12
37 | CC[C@@H](C(=O)n1nc(C)cc1C)[C@H](NS(=O)(=O)c1ccc(C)cc1)c1ccccc1 | 0 | -7 | 29 | 24 | -4 | 13* | -4 | 0.4 | 32

New compounds follow.
41: CC(=O)Cn1ncc(N2CCCCC2)c(Cl)c1=O
42: CC(=O)NCCCc1nc2ccccc2n1Cc1cc(C)ccc1C
43: COc1ccccc1C1CC(c2cccs2)=NN1C(=O)CCC(=O)O (stereo not drawn)
44: COc1ccc(OC)c(C2=NOC(C(=O)NCc3cccnc3)C2)c1 (stereo not drawn)
45: CCOCCCNC(=S)Nc1ccc(S(N)(=O)=O)cc1
Compound	41	42	43	44	45
APJ ag	0	0	2	-5	-4
NALP3 yeast inh	-14	-10	9	7	-2
tim23-1 inh	-4	17	3	2	10
Mdm2-MdmX inh	-8	24	9	-4	-20
UPR XBP1 act	3	0	-4	-6	-2
GRIN3A LBD mod	1	0	0	0	-2
TIM10 inh	-8	-1	-7	-7	6
UPR CHOP act	0.7	-1.7	2.4	-1.0	-0.1
tim10-1 inh	1	8	6	8	-2

Compound profiles, as listed above. Order of values: APJ ag | NALP3 yeast inh | tim23-1 inh | Mdm2-MdmX inh | UPR XBP1 act | GRIN3A LBD mod | TIM10 inh | UPR CHOP act | tim10-1 inh
Entry for COc1ccc(OC)c(C2=NOC(C(=O)NCc3cccnc3)C2)c1 (stereo not drawn) = -5 | 7 | 2 | -4 | -6 | 0 | -7 | -1.0 | 8
Entry for COc1ccccc1C1CC(c2cccs2)=NN1C(=O)CCC(=O)O (stereo not drawn) = 2 | 9 | 3 | 9 | -4 | 0 | -7 | 2.4 | 6

Later entries
46: O=C(CCC(=O)NNC(=O)Nc1cccc(Cl)c1)NCc1ccccc1
47: CCCCNC(=O)c1cc(-c2ccc(OC)cc2)on1
48: COc1ccc2c(c1)CCc1c(C(=O)N(C)c3ccccc3)noc1-2
49: COc1ccc(N/C(=C(/C(Cl)=C(Cl)Cl)[N+](=O)[O-])n2nnc3ccccc32)cc1OC
50: O=C(Nc1ccccc1C(F)(F)F)c1cc2ncc(CCCl)cn2n1
Compound	46	47	48	49	50
APJ ag	-4	-1	-2	10	-1
NALP3 yeast inh	0	19	19	7	10
tim23-1 inh	3	6	25	8	9
Mdm2-MdmX inh	-23	-63	-40	35	-42
UPR XBP1 act	-1	3	-1	0	4
GRIN3A LBD mod	-1	-3	-1	.	2
TIM10 inh	-15	-8	16	2	-7
UPR CHOP act	1.0	3.3	6.1	-2.0	4.0
tim10-1 inh	6	15	0	12	30

Screens from PubChem.
